# Tb PGK inh – blocks T. brucei phosphoglycerate kinase. AID 602233. P07378. hit rate 0.043% among 380,000. PGK/GAPDH coupled, Kinase-Glo luminescence, 60 min. Potency, µM (doses to about 57.5 µM), without a hit: at the highest dose activity change, negative = inhibition, most hits filed as inhibitors; note: potency is the fitted concentration of half-maximal effect; % is set by controls: 0 for no effect and ±100 for the full control effect; nearly all actives have a fitted effect of over 60% in size
#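 Luminescent ATP detection (Kinase-Glo Plus) follows a 60-minute room-temperature incubation, with wells lacking PGK as controls. Buffer: 100 mM TEA (pH 7.6), 5 mM MgCl2, 0.01% Tween-20. Coupling enzyme GAPDH (100 nM final) supplies unstable 1,3-BPG in-well.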
# GLS inhibitor – glutaminase GLS (human) inhibition; GLS enzymatic activity, qHTS titration; O94925; hit rate 0.21% among 410,000; Potency, µM (doses to about 45.5 µM), for the others: top-dose activity change, negative = inhibition, hits mostly inhibitors; AID 624170; note: potency is the fitted concentration of half-maximal effect; % is set by controls: 0 for no effect and ±100 for the full control effect
#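 Assay buffer: 45 mM KH2PO4 pH 8.2, 0.02% Tween-20. hKGA acts on L-glutamine (1 mM solution added); product glutamate is reported by an oxidase/peroxidase Amplex Red coupling, with fluorescence taken at baseline and 30 min.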
# Pin1 inhibitor – inhibitors of human Pin1 | AID 504891 | hit rate 0.009% among 390,000 | Potency, µM (titrated, usually from 115 µM), inactives show at the top dose activity, negative = inhibition, hits mostly inhibitors | Pin1 FP peptide displacement, HiFluor488, 10 min | Q13526; active = well fitted inhibition curve with a large enough effect in the polarisation, with a control signal flat, not every such curve was filed as active; inconclusive = small, poorly fitted or top-dose-only effect, or effect the other way, or a change in a side signal; inactive = no such curve, though single readings can be large or run the other way; the % refers to the polarisation; note: potency is the fitted concentration of half-maximal effect; % is set by controls: 0 for no effect and ±100 for the full control effect
# POLH inh – inhibitors of human DNA polymerase eta | Q9Y253 | recombinant Pol eta, fluorescent DNA replication assay | Potency, µM (doses to about 114 µM), for the others: at the highest dose activity change, negative = inhibition, hits mostly inhibitors | hit rate 1.2% among 390,000; note: potency is the fitted concentration of half-maximal effect; % is set by controls: 0 for no effect and ±100 for the full control effect
#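 Pol eta at 10 nM preincubated with compounds 15 min at room temperature; reaction started with fluorescent substrate (50 nM final) and read kinetically at 0 and 10 min.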
# BAZ2B inh – inhibitors of human BAZ2B bromodomain | AlphaScreen BAZ2B-H3K14Ac peptide displacement | Q9UIF8 | Potency, µM (series often up to 114 µM), without a hit: top-dose activity change, negative = inhibition, most hits filed as inhibitors | hit rate 4.4% among 360,000; note: potency is the fitted concentration of half-maximal effect; % is set by controls: 0 for no effect and ±100 for the full control effect; nearly all actives have a fitted effect of over 60% in size
#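 In this displacement format the biotinylated H3(5-23) peptide acetylated at Lys14 serves as ligand at 50 nM, with BAZ2B at 50 nM in PBS pH 7.4 containing 0.01% Tween-20. Donor and acceptor beads are 10 ug/mL final.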
# HP1b binding inh – inhibitors of HP1-beta chromodomain binding to methylated histone tails | P83916 | AlphaScreen HP1-beta / biotin-H3K9me3 peptide binding | Potency, µM (titrated, usually from 114 µM), for inactives: at the highest dose activity change, negative = inhibition, actives largely listed as inhibitors | hit rate 0.56% among 390,000 | AID 540317; note: potency is the fitted concentration of half-maximal effect; nearly all actives have a fitted effect of over 70% in size; inactives centre near 23
# Target sequence (P83916 whole entry, looked up): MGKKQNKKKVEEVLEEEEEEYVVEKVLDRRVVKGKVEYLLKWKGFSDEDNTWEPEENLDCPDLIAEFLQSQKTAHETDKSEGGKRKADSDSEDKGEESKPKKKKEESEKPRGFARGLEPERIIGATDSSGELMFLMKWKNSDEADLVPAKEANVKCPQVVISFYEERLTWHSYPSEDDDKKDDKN
#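 Compound inhibition of the preformed complex between 50 nM HP1-beta and 50 nM biotinylated H3K9me3 peptide was read by AlphaScreen. Buffer was PBS pH 7.4 with 0.01% Tween-20. Incubations ran 30 min at room temperature, with 10 ug/mL donor/acceptor beads.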
# JMJD2A Tudor – blocks the human JMJD2A Tudor domain. AID 504339. AlphaScreen JMJD2A-Tudor / H3K4me3 peptide binding. O75164. hit rate 4.4% among 390,000. Potency, µM (titrated, usually from 114 µM), inactives show at the top dose activity change, negative = inhibition, actives largely listed as inhibitors; note: potency is the fitted concentration of half-maximal effect; % is set by controls: 0 for no effect and ±100 for the full control effect; nearly all actives have a fitted effect of over 50% in size
# PI4K2A block – blocks human PI4K2A kinase activity. Q9BTU6. purified PI4K2A, ADP-Glo luminescence, 1 h; stronger effect = lower value. activity change, negative = inhibition, % at 76.9 µM. hit rate 0.13% among 420,000; in the data active = activity change below about -50%; inconclusive = mostly about -30% to -49%;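 note: -100% = wells without enzyme as full effect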
# Target sequence (Q9BTU6 whole entry, looked up): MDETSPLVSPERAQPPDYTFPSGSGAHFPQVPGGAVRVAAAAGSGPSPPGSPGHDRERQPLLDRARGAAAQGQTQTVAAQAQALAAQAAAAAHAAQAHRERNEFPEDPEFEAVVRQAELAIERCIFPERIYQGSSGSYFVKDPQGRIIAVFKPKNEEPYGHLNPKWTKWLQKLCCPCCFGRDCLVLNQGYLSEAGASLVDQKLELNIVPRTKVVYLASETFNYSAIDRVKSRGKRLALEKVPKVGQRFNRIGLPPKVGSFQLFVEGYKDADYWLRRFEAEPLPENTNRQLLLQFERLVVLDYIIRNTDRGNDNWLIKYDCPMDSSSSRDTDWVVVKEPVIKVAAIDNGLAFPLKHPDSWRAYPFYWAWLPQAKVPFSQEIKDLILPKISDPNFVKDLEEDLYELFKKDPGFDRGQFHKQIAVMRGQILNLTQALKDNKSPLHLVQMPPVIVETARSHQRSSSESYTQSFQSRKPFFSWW
#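 In this quantitative HTS, ADP production by PI4K2A was quantified luminescently after 1 h at ambient temperature; 100 microM adenosine served as plate-quality control.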
# G9a block – G9a (human) methyltransferase inhibition | Q96KQ7 | G9a H3K9 monomethylation, AlphaScreen, 2 h | Potency, µM (highest dose often 102 µM), without a hit: at the highest dose activity, negative = inhibition, actives largely listed as inhibitors | hit rate 8.8% among 350,000; note: potency is the fitted concentration of half-maximal effect; % is set by controls: 0 for no effect and ±100 for the full control effect; nearly all actives have a fitted effect of over 75% in size
# Target sequence (Q96KQ7 913-1193 limits assumed): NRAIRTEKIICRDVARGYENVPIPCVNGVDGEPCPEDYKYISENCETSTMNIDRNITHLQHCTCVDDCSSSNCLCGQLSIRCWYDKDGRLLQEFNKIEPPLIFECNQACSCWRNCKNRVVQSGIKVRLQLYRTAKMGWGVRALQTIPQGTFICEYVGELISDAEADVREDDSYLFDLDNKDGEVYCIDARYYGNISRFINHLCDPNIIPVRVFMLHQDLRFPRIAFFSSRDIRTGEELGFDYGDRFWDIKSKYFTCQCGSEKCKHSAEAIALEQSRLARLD
#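 Signal arises when biotinylated H3K9 peptide, once monomethylated, bridges streptavidin donor and antibody-captured acceptor beads. Enzyme at 20 nM was preincubated 15 min with test compounds; peptide 500 nM and SAM 20 uM then reacted for 2 h.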
# An asterisk follows results filed as active; i = inactive; u = inconclusive; x = not tested or not shown; [ ] = remark or other dose. Unless noted, calls come from the whole dose curve; as a rule, active = well fitted curve in the direction sought with a large enough effect; inconclusive = small, poorly fitted or top-dose-only effect, or another doubt; inactive = no such curve, though single readings can be large; an effect the other way counts as inactive or inconclusive. An excerpt. The share of hits here may be higher or lower than overall.
SMILES,Tb PGK inh,GLS inhibitor,Pin1 inhibitor,POLH inh,BAZ2B inh,HP1b binding inh,JMJD2A Tudor,PI4K2A block,G9a block
CS(=O)(=O)Nc1ccc(C(=O)NCCSCc2ccccc2)cc1,-7%,8%,-3%,-21%,15%,-10%,-17%,2,18%
COc1ccc(-c2[nH]c3ccccc3c2SCCNC(=O)c2cc(OC)c(OC)c(OC)c2)cc1,5%,7%,3%,-10%,u,13%,u,-1,u
Cc1c(Br)c(-c2n[nH]c(=S)n2Cc2ccco2)nn1C,-2%,0%,5%,-22%,-27%,20%,u,2,10µM*
O=C(CCC(=O)N1CCN(c2ccccc2)CC1)Nc1nnc(C2CCCCC2)s1,i,-2%,1%,-24%,-4%,16%,3%,1,-39%
CC(=O)c1cccc(NC(=S)Nc2ccc(F)cc2)c1,-9%,12%,1%,7%,6%,9%,-15%,-3,50µM*
Cc1ccc(CNC(=O)CSc2nc(=O)n3cccc(C)c3n2)cc1,-9%,-1%,1%,-19%,3%,30%,-8%,-1,6%[59 µM]
CCCCCOCC1CC(C/C(C)=N/NC(N)=O)(C(=O)OCC)C(=O)O1 (stereo not drawn),-10%,u,-4%,-6%,-1%,23%,-14%,4,x
CCOc1ccc(S(=O)(=O)NC2CCCCCC2)cc1,2%,4%,0%,-9%,-1%,65%[activator],-4%,-5,-4%
CCCCOCCOCCOCCCC,-6%,-2%,-2%,-18%,22%,50%[activator],2%,1,-2%[0.501 µM]
CCCC(=O)NC(c1cccc([N+](=O)[O-])c1)c1ccc2cccnc2c1O (stereo not drawn),i,-5%,x,-5%,x,x,x,6,x

# Structures above that contain a halogen, in the order listed:
SMILES,Tb PGK inh,GLS inhibitor,Pin1 inhibitor,POLH inh,BAZ2B inh,HP1b binding inh,JMJD2A Tudor,PI4K2A block,G9a block
Cc1c(Br)c(-c2n[nH]c(=S)n2Cc2ccco2)nn1C,-2%,0%,5%,-22%,-27%,20%,u,2,10µM*
CC(=O)c1cccc(NC(=S)Nc2ccc(F)cc2)c1,-9%,12%,1%,7%,6%,9%,-15%,-3,50µM*

# The list goes on:
SMILES,Tb PGK inh,GLS inhibitor,Pin1 inhibitor,POLH inh,BAZ2B inh,HP1b binding inh,JMJD2A Tudor,PI4K2A block,G9a block
CCc1cc(=O)oc2c(C)c(OCC(=O)NCCN3CCOCC3)ccc12,2%,-10%,-6%,-12%,-21%,20%,u,5,-2%
COc1cccc(Cn2nc3c4cc(F)ccc4n(Cc4ccc(F)cc4)cc-3c2=O)c1,0%,-5%,-6%,-6%,-11%,22%,-14%,2,-8%
COCCn1c(C)cc(C(=O)CSc2nncn2-c2ccccc2)c1C,-3%,4%,-4%,-4%,-33%,14%,-20%,2,50µM*
CCCCN(C(=O)CSCC(=O)Nc1ccc(OC)cc1)c1c(N)n(CCC)c(=O)[nH]c1=O,5%,7%,3%,3%,10%,16%,-9%,4,20%[2.33 µM]
COc1ccc(Cc2c(C)nn(-c3nc(C)c(C(=O)Nc4ccc(C)cc4C)s3)c2C)cc1,i,-11%,-1%,-3%,-8%,-6%,u,4,-8%[59 µM]
O=C(Nc1c(O)c2ccccc2[nH]c1=O)c1ccco1,-5%,12%,7%,-4%,0%,70%[activator],-5%,-6,u
Cc1cc(C)n(-c2ccc(S(=O)(=O)N3CCCC3)cc2[N+](=O)[O-])n1,-8%,0%,2%,-4%,-15%,14%,-13%,-4,0%
C[n+]1cccc2ccc3c(c21)OC(N)=C(C#N)C3c1ccccc1 (stereo not drawn),-1%,16%,-2%,-3%,-15%,22%,-29%,u,x
CN(CC(=O)Nc1ccc(S(=O)(=O)N(C)C)cc1)Cc1ccc(C(F)(F)F)cc1,-4%,-5%,-1%,-9%,-14%,11%,-13%,-1,-4%
CCCSc1cc(=O)n(-c2ccc(F)cc2)nc1C(=O)OCC,0%,2%,0%,-9%,-10%,-4%,u,2,-1%
COc1ccc(S(=O)(=O)N(CC(=O)Nc2cc(C)cc(C)c2)c2ccc(Cl)cc2)cc1,-3%,-1%,17%,-19%,-5%,9%,-2%,0,-11%[59 µM]
CC(=O)c1sc(NC(=O)C2CCCN2S(=O)(=O)c2ccccc2F)nc1C (stereo not drawn),-2%,7%,19%,3%,10%,23%,-4%,0,20%[59 µM]
Cc1ccnc(-n2c(C)cc(/C=N/NC(=O)COc3cccc4cccnc34)c2C)c1,i,-7%,-5%,-8%,u,-2%,-25%,-4,u
c1ccc(C(CN2CCOCC2)c2ccccc2)cc1,-8%,0%,-3%,-10%,u,u,4µM*,7,25µM*
Cc1ccc(C(c2nnnn2Cc2cccs2)N2CCN(C(=O)c3ccco3)CC2)cc1 (stereo not drawn),-2%,-3%,-4%,1%,u,22%,u,-6,40µM*
O=C(CSc1nc2c(c(=O)[nH]1)CCC2)Nc1ccccc1Cl,-3%,12%,u,-4%,-2%,2%,-6%,-2,11%[59 µM]
COc1ccc(NC(=O)Cn2cc(S(=O)(=O)N3CCC(C)CC3)c3ccccc3c2=O)cc1Cl,0%,0%,44%[activator],-19%,-17%,24%,-15%,-1,-20%[59 µM]
CC(=O)CSc1cc(C)nc2c(-c3ccccc3)c(C)nn12,-7%,-4%,-3%,-10%,-1%,39%,-5%,-2,0%
Cc1ccc(C(C(=O)NC(C)(C)C)N(Cc2cccnc2)C(=O)C(=O)NC2CCCCC2)o1 (stereo not drawn),-2%,0%,-2%,4%,-36%,16%,0%,2,-1%
COc1ccc(NC(C)C(=O)N/N=C/c2ccccc2OCc2cccc(Br)c2)cc1 (stereo not drawn),-1%,15%,-3%,-14%,10µM*,u,11µM*,-4,40µM*
Cc1cccc(C(=O)NC(=S)N2CCN(C)CC2)c1,-1%,13%,-3%,-13%,-31%,11%,-17%,1,79µM*
O=C(Nc1ccccc1N1CCOCC1)c1ccc(N2CCCC2=O)cc1,i,0%,-2%,-4%,4%,11%,-13%,-4,0%[12.7 µM]
CCN(C(=O)COC(=O)C12CC3CC(CC(NC(C)=O)(C3)C1)C2)C1CCCCC1,-10%,-5%,1%,-12%,1%,22%,-3%,0,-8%
COc1cc2c(cc1OC)CN(CC(=O)Nc1ccc(S(=O)(=O)N(C)C)cc1)CC2,-4%,-10%,1%,-5%,x,-3%,-28%,-4,8%
COc1ccccc1N1CCN(C(=O)C(=O)c2cn(CC(=O)N3CCOCC3)c3ccccc23)CC1,2%,7%,9%,-4%,-12%,28%,-8%,-4,x
COc1ccc(Cl)cc1NC(=O)CN(C)C(=O)c1cc(-c2cccs2)nn1-c1ccccc1,-1%,-1%,u,-21%,0%,-21%,-31%,1,8%[0.501 µM]
CN(CCCN1CCCCC1)C(=O)CCc1nnc(C2CCCCC2)o1,i,2%,-5%,-9%,1%,18%,-7%[57.1 µM],-4,-5%
Cc1c(C(=O)NCc2ccc(F)cc2)sc2nc(-c3ccc(F)cc3)cn12,15%,1%,19%,-10%,2%,12%[57 µM],-21%,0,21%[59 µM]
O=C(NCCOc1ccccc1)C(c1ccccc1)c1ccccc1,2%,7%,-5%,-12%,10%,44%[activator],6%,1,-4%
Cc1cc(C)n(Cc2ccc(C(=O)NCc3ccco3)o2)n1,-6%,-5%,-4%,u,u,11%,-33%,-6,u

# Next section; the last 2 above are carried over.
SMILES,Tb PGK inh,GLS inhibitor,Pin1 inhibitor,POLH inh,BAZ2B inh,HP1b binding inh,JMJD2A Tudor,PI4K2A block,G9a block
O=C(NCCOc1ccccc1)C(c1ccccc1)c1ccccc1,2%,7%,-5%,-12%,10%,44%[activator],6%,1,-4%
Cc1cc(C)n(Cc2ccc(C(=O)NCc3ccco3)o2)n1,-6%,-5%,-4%,u,u,11%,-33%,-6,u
O=C(NCc1ccncc1)Nc1ccccc1F,x,-2%,1%,-8%,-2%,37%[activator],-9%,-1,-9%
Cc1nonc1OC(C)CNc1ccc([N+](=O)[O-])cc1 (stereo not drawn),-8%,4%,-4%,-8%,-34%,15%,-27%,3,x
COc1cc2nc(SCc3cccc(Cl)c3)n3nc(CCn4nc(C)cc4C)nc3c2cc1OC,-2%,-7%,2%,-7%,x,12%,-23%,0,-42%[59 µM]
CCOC(=O)[C@H]1[C@H]2COc3cc(OC)ccc3[C@@H]2N2C(=O)CN(Cc3ccc(C)cc3)C(=O)[C@@]12C,-1%,4%,11%,-15%,3%,17%,-23%,-1,2%[0.501 µM]
O=C(CSc1ncc(S(=O)(=O)c2ccccc2)c(=O)[nH]1)Nc1ccccc1Cl,i,u,0%,-19%,-1%,29%,8%,-8,17%
Cc1ccccc1CN1CCN(C(=O)c2cccc3ccccc23)CC1,2%,4%,-7%,-12%,56µM*,u,25µM*,5,20µM*
COc1ccc(OC2CCN(C(=O)Nc3ccc(C)cc3)CC2)cc1,-2%,1%,-3%,-22%,-2%,26%,-6%,-1,19%
Cc1c(Cl)cccc1N1C(=O)CC(N(O)c2ccccc2)C1=O (stereo not drawn),4%,42%[activator],-1%,-13%,-27%,32%,-1%,16,-39%[12.7 µM]
O=C(N/N=C/c1ccc(Br)cc1)c1cc[n+]([O-])cc1,-6%,-10%,0%,4%,-2%,35%,-4%,0,5%
CCc1ccc(NC(=S)NC(=O)CC(C)C)cc1,6%,-9%,-1%,-17%,-5%,43%[activator],3%,5,-20%[59 µM]
COCOCCn1cc(CN2CCS(=O)(=O)N(Cc3ccc(-c4ccc(Cl)c(Cl)c4)cc3)C(C)C2=O)nn1 (stereo not drawn),-7%,0%,x,-26%,x,x,x,-6,x
COc1ccc(N2CCN(Cc3nc4ccccc4c(=O)[nH]3)CC2)cc1,-8%,54%[activator],-10%,0%,-4%,6%,u,2,u
Cc1ccccc1-n1nc(C)c2cc(C(=O)N3CCOCC3)sc21,i,-17%,-2%,4%,-1%,17%,-17%,3,-38%[59 µM]
CC(=O)Nc1nc(C)cs1,-10%,-17%,0%,-14%,-14%,29%,-10%,4,7%

# Screening data (PubChem)
